# High-throughput results from PubChem BioAssay.
# DUSP3 inh – DUSP3 (human) phosphatase inhibition | recombinant VHR phosphatase, pNPP absorbance | inhibition, % at 13.3 µM | actives 0.52% (n = 290,000) | AID 1654; in the data active means inhibition above about 50%; further: some compounds called inactive have numbers as strong as hits
# Target sequence (P51452 whole entry, looked up): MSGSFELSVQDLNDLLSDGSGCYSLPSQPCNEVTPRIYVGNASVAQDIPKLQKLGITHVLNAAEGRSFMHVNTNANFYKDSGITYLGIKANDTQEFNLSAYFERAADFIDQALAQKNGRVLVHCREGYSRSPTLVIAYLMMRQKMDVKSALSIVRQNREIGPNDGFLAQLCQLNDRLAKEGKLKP
# Rv3671c inh – Rv3671c (M. tuberculosis) protease inhibition; AID 2606; inhibition, % at 5.96 µM; actives 0.048% (n = 320,000); P9WHR9; in the data active means inhibition above about 38%;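 further: extracellular domain of Rv3671c used as enzyme; 0% = enzyme with DMSO and 100% = no enzyme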
# TcdB inh – inhibitors of Clostridioides difficile toxin B glycohydrolase; TcdB glycohydrolase enzymatic assay, plate reader; inhibition, % at 9.99 µM; actives 0.24% (n = 350,000); P18177; in the data active means inhibition above about 10%
# Anthrax LF inh2 – blocks Bacillus anthracis lethal factor protease | P15917 | multiplex microsphere protease cleavage assay, LF | inhibition, % at 10 µM | actives 0.12% (n = 360,000); in the data active means inhibition above about 30%; further: plate controls were buffer without enzyme for full effect and enzyme alone for no effect
# Target sequence (P15917 whole entry, looked up): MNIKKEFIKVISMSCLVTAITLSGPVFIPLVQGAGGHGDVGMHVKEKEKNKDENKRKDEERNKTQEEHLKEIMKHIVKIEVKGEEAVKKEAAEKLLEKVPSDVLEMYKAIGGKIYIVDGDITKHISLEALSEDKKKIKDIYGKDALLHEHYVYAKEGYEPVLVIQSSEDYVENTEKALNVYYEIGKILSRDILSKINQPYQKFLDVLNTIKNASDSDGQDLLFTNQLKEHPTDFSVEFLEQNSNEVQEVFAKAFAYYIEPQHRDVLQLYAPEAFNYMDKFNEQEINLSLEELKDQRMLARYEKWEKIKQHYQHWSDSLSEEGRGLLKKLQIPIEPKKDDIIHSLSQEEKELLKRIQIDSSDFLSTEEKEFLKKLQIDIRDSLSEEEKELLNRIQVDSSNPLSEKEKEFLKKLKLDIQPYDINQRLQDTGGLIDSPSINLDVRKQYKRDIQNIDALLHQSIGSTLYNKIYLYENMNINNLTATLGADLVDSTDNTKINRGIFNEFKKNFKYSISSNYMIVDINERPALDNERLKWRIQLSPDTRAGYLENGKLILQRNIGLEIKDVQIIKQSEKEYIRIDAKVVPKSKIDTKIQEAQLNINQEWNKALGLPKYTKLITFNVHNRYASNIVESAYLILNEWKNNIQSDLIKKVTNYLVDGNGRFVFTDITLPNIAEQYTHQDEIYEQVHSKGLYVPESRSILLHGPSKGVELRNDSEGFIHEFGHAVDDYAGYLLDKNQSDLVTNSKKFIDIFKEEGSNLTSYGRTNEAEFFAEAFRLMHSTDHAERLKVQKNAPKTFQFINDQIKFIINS
# PriA SSB inh – K. pneumoniae PriA-SSBct interaction inhibition; AID 1272365; inhibition, % at 33 µM; AlphaScreen SSBct-PriA binding, biotinylated peptide; actives 0.6% (n = 430,000); in the data active means inhibition mostly above about 37%, no sharp cut-off; inactive means mostly below about 20%;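 further: plate controls were negative control peptide for no effect and reference peptide for full effect; strong numbers were not always called active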
# PfHsp40 yeast – restores yeast growth despite PfHsp40 toxicity. S. cerevisiae expressing PfHsp40, growth rescue, ATP luminescence. actives 0.68% (n = 340,000). growth rescue, % at 12.5 µM; in the data active means growth rescue above about 28%, passing the limit was not always enough;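 further: yeast W303a lacking pdr1 and pdr3 grown in galactose medium; growth measured after three days at 30 °C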
# BH1578 lux ind – inducers of Vibrio cholerae quorum light production without autoinducers; V. cholerae BH1578 lux reporter, luminescence, 6 h; activation, % at 18.7 µM; actives 0.16% (n = 350,000); AID 588436; in the data active means activation mostly above about 9.7%, no sharp cut-off; further: not every result past the cut was called active; inactives centre near 0; reference of the scale not given here
# Yp Topo-I inh – inhibitors of Yersinia pestis topoisomerase I. Y. pestis Topo-I cleavage product accumulation, plate reader. actives 0.064% (n = 360,000). activity, % at 10 µM. AID 504884; in the data active means activity above about 50%, passing the limit was not always enough; further: inactives centre near 2
# 3CLpro inhibitor – SARS-CoV 3CLpro protease inhibition; P0C6X7; actives 0.14% (n = 290,000); inhibition, % at 6 µM; AID 1706; recombinant SARS-CoV 3CLpro, quenched FRET peptide cleavage; in the data active means inhibition above about 12%
# MazF activator – activators of E. coli MazEF toxin-antitoxin RNase; P0AE70; FAM/BHQ RNA-DNA oligo cleavage fluorescence, 5 h; activation, % at 20 µM; actives 0.32% (n = 350,000); AID 504720; in the data active means activation above about 50%
# Numbers without * were called inactive; i = inactive; . = not tested or not shown. The list is partial, so the mix of outcomes need not match the whole.
SMILES,DUSP3 inh,Rv3671c inh,TcdB inh,Anthrax LF inh2,PriA SSB inh,PfHsp40 yeast,BH1578 lux ind,Yp Topo-I inh,3CLpro inhibitor,MazF activator
N#CC(=Cc1ccc(O)cc1)C(N)=C(C#N)C#N,.,7,0.1,-13,-17,1.2,-0.5,21,.,-40
Cc1c(NC(=O)CSc2ncn[nH]2)c(=O)n(-c2ccccc2)n1C,-5,8,1.4,-6,-1,1.2,.,-4,-1,1
Cc1ccccc1NC(=O)c1sc(Cl)nc1C,-12,-4,1.5,0,-12,-0.6,0.0,-3,4,2
O=C(Nc1ccccc1)Nc1nnc(Cc2ccc(F)cc2)s1,22,-12,-0.8,-12,-27,0.5,-0.7,3,0,1
COC(=O)c1cc(-c2ccc(OC)cc2)nc2nc(SC)[nH]c(=O)c12,8,9,-4.1,17,1,0.7,-0.3,6,2,-21
CCOC(=O)c1ccc(S(=O)(=O)Nc2cc(C(C)(C)C)no2)cc1,-1,1,.,-2,-5,-0.4,1.9,-4,0,3
Cc1c(C(c2ccc(Cl)cc2Cl)c2c(O)c3ccccc3oc2=O)c(=O)n(-c2ccccc2)n1C (stereo not given),42,3,-0.4,1,0,-0.3,0.6,-10,4,-1
CN(CCOc1ccccc1)CC(O)COCc1ccccc1F (stereo not given),-16,3,-6.0,-1,-14,0.5,-0.6,-7,-1,13
CN1CCN(C(=O)c2cnn3c(C(F)(F)F)cc(-c4ccc5c(c4)OCO5)nc23)CC1,18,2,0.0,-3,-15,-0.5,i,-1,-5,3
Cc1ccc(OCC(=O)OCC(=O)Nc2sccc2C(N)=O)cc1C,-4,13,.,2,-9,0.4,-0.3,0,2,2
CNC(=O)CSc1nc(-c2ccccc2)c(-c2ccccc2)o1,14,-5,2.1,1,-3,5.7,-0.2,2,5,-1
CSc1cccc(CN2CCC(CO)(Cc3cccc(C(F)(F)F)c3)CC2)c1,-26,13,1.5,2,13,1.8,-0.4,4,3,-1
CCOC(=O)N1CCC(NC(=O)C2CCCN(S(=O)(=O)c3cccnc3)C2)CC1 (stereo not given),47,5,-2.3,-2,-2,-0.5,-1.6,1,-1,8
O=C(CN1C(=O)COCC1=O)N1CCOCC1,3,2,.,14,-5,0.3,-0.2,4,1,-6
CC1CCN(S(=O)(=O)c2cc3c4c(c2)CCN4C(=O)CC3)CC1,.,-2,2.1,4,0,-0.4,-0.8,0,.,8
CC(NS(=O)(=O)c1cccc(C(=O)O)c1)C12CC3CC(CC(C3)C1)C2 (stereo not given),.,.,-1.5,2,-7,0.1,-0.3,-10,.,-6
CC(=O)Nc1ccc(NC(=O)C2CCCN2C(=O)NC2CCCCC2)cc1 (stereo not given),8,4,1.2,-3,-10,0.8,-0.3,-1,4,11
CC1CCN(C(=O)CSCC(=O)O)CC1,9,0,-1.2,3,9,0.9,-0.7,-4,-2,5
Cc1ccc(C)c(-c2csc(NC(=O)C3=COCCO3)n2)c1,.,3,1.1,1,-18,-1.1,-10,5,.,-4
O=C(COc1ccc(S(=O)(=O)NC2CCCCC2)cc1Cl)NCc1cccnc1,3,-3,-0.3,1,-13,-0.3,.,18,0,-2
FC(F)(F)c1ccc(/C=N/N2CCN(Cc3cccc4ccccc34)CC2)cc1,9,5,.,-9,.,1.3,0.2,4,3,1
CC(=O)c1ccc(Cc2ccc(C(C)=O)s2)s1,.,.,-1.0,-3,.,.,-4.8,6,.,3
Cc1ccccc1N1CCN(C2CCCN(C(=O)CCC(F)(F)F)C2)CC1 (stereo not given),10,5,0.8,-5,-10,-0.6,i,6,-4,-1
N#Cc1c(OCC(=O)c2ccccc2)nc2c(c1-c1ccco1)CCc1ccccc1-2,13,-9,.,-14,1,0.7,i,-3,3,-3
COc1ccc(S(=O)(=O)Oc2ccc3cccc(N)c3c2)cc1,.,-1,1.4,.,11,.,-0.4,1,.,6
Oc1ccc2ccccc2c1C=NC1CCCCC1,3,-5,1.0,-3,8,-0.2,-0.3,4,2,-9
C=C(C)CNC(=S)N/N=C(\C)c1ccc(OC)cc1,3,-6,0.9,0,.,-0.9,0.9,-4,4,-1
CCN(CC)Cc1c(O)ccc2occ(C(=O)c3ccccc3)c12,8,2,0.6,-3,-6,-0.7,-0.3,4,-6,5
CCCCn1c(SC(C)C(=O)c2ccc(OC)cc2)nc2cc(S(N)(=O)=O)ccc21 (stereo not given),39,-12,.,-5,-10,1.1,i,9,8,1
O=C(CCc1ccccc1)NNc1ccc(F)cc1,-15,9,-4.3,-10,-4,4.5,-0.5,-4,2,9
COc1ccc(NC(=S)N2CCN(S(=O)(=O)c3ccc(F)cc3)CC2)cc1OC,10,-5,0.4,-4,-6,-0.2,-0.8,4,0,-2
Cc1ccc(C(=O)NCC(=O)Nc2ccc(Cl)cc2)s1,.,-1,0.4,3,-5,0.5,i,5,.,4
Cc1ccc(S(=O)(=O)N2CCN(Cc3cc(C(C)C)ccc3O)CC2)cc1,11,-13,.,-7,-9,0.8,-0.2,-4,-5,-3
COc1ccc(NS(=O)(=O)c2ccc(OCC(=O)N3CCOCC3)cc2)cc1Cl,10,0,-1.4,-3,-16,-0.1,i,-1,-2,4
CCOC(=O)c1sc(NC(=O)c2c(CC)noc2C)nc1C,.,2,4.0,-3,7,1.1,i,-6,.,12
CCc1ccc(CCC(=O)N2CCN(S(=O)(=O)c3sc(C(=O)O)c(C)c3C(=O)O)CC2)cc1,.,.,-0.6,0,4,0.3,-1.0,7,.,-12
O=C(CCC(=O)N1CCN(S(=O)(=O)c2cccc(F)c2)CC1)c1cccs1,16,6,0.8,-4,-14,0.8,-2.1,-8,2,-18
FC(F)(F)c1cccc(CN2CCCCCC2)c1,-4,3,.,0,5,0.1,i,4,-1,6
COc1ccc(C(=O)Nc2sc3c(c2C(=O)NCc2ccco2)CCCC3)cc1OC,-5,-11,.,-5,0,1.6,i,18,0,9
Fc1ccccc1N1CCN(C(c2ccncc2)c2nnnn2C2CCCC2)CC1 (stereo not given),33,6,0.2,-2,-4,-2.1,-0.9,4,0,-2
Cc1cccc(NC(=O)CSc2nc3ccccc3c(=O)n2CC2CCCO2)c1 (stereo not given),.,-3,0.6,-6,-14,0.8,i,22,.,-1
COc1cc(NC(=O)CN(C)Cc2cccc(F)c2)c(C)cc1[N+](=O)[O-],16,-2,-0.3,-3,-8,0.1,i,-2,4,0
Cc1ccnc(SCC(=O)N2CCC(C(N)=O)CC2)n1,-10,1,.,9,-9,0.3,i,3,-4,1
CN(C(=O)c1cccc(NC(=O)Cc2cccc(NC(=O)C3CCCN(C(=O)c4ccccc4)C3)c2)c1)C1CCC1 (stereo not given),.,.,-0.4,-1,2,0.6,-1.0,26,.,10
N#CC1=C(N)OC2=C(C(=O)CCC2)C1c1ccoc1 (stereo not given),25,2,-0.2,-10,-8,-0.7,-0.5,3,2,1
CCOc1ccc2[nH]c3nc(SCC(=O)NCC4CCCO4)nnc3c2c1 (stereo not given),-17,12,2.3,-3,3,-1.2,-0.2,-5,-4,14
O=C(NC1CC2CCCC(C1)N2S(=O)(=O)c1ccccc1)C1CCCCC1 (stereo not given),17,5,-0.9,-8,-7,0.9,0.8,12,7,8
Cc1cc(C)cc(NC(=S)NN)c1,14,2,-2.9,-6,-3,-1.8,i,17,-1,6

# Four entries from above, field by field.
Cc1ccnc(SCC(=O)N2CCC(C(N)=O)CC2)n1
  DUSP3 inh: -10	Rv3671c inh: 1	TcdB inh: .	Anthrax LF inh2: 9	PriA SSB inh: -9	PfHsp40 yeast: 0.3	BH1578 lux ind: i	Yp Topo-I inh: 3	3CLpro inhibitor: -4	MazF activator: 1
CN(C(=O)c1cccc(NC(=O)Cc2cccc(NC(=O)C3CCCN(C(=O)c4ccccc4)C3)c2)c1)C1CCC1 (stereo not given)
  DUSP3 inh: .	Rv3671c inh: .	TcdB inh: -0.4	Anthrax LF inh2: -1	PriA SSB inh: 2	PfHsp40 yeast: 0.6	BH1578 lux ind: -1.0	Yp Topo-I inh: 26	3CLpro inhibitor: .	MazF activator: 10
N#CC1=C(N)OC2=C(C(=O)CCC2)C1c1ccoc1 (stereo not given)
  DUSP3 inh: 25	Rv3671c inh: 2	TcdB inh: -0.2	Anthrax LF inh2: -10	PriA SSB inh: -8	PfHsp40 yeast: -0.7	BH1578 lux ind: -0.5	Yp Topo-I inh: 3	3CLpro inhibitor: 2	MazF activator: 1
CCOc1ccc2[nH]c3nc(SCC(=O)NCC4CCCO4)nnc3c2c1 (stereo not given)
  DUSP3 inh: -17	Rv3671c inh: 12	TcdB inh: 2.3	Anthrax LF inh2: -3	PriA SSB inh: 3	PfHsp40 yeast: -1.2	BH1578 lux ind: -0.2	Yp Topo-I inh: -5	3CLpro inhibitor: -4	MazF activator: 14

# Additional structures follow.
SMILES,DUSP3 inh,Rv3671c inh,TcdB inh,Anthrax LF inh2,PriA SSB inh,PfHsp40 yeast,BH1578 lux ind,Yp Topo-I inh,3CLpro inhibitor,MazF activator
COC(=O)c1ccc2[nH]c(C(C)(C)O)c(C)c2c1,5,6,1.7,-6,11,0.3,i,-2,-7,5
Cc1ccc2nc(N(CCCN(C)C)C(=O)c3ccc4ncsc4c3)sc2c1,17,1,2.9,-2,12,1.3,i,-4,-3,12
COc1ccccc1OCC(=O)Nc1cc(S(=O)(=O)N2CCOCC2)ccc1N1CCCCC1,.,-3,0.8,3,-6,0.3,-1.2,9,.,-10
O=C(/C=C/c1ccc2c(c1)OCCO2)c1ccc(O)cc1,1,-6,2.6,-4,7,2.2,-0.5,-7,1,12
Cc1nn(C)cc1CNCc1ccc(OCC(O)CN(C)Cc2ccccc2)cc1 (stereo not given),16,-11,0.6,-1,11,0.6,-0.2,8,3,-3
O=S(=O)(Nc1ccccc1N1CCOCC1)c1cccs1,.,0,0.9,3,-1,-1.4,i,1,.,4
C#CCOCCOCCOCCNc1nc(N2CCN(C(=O)C([C@@H](C)CC)n3cc(C(N)COC(=O)C(F)(F)F)nn3)CC2)nc(N2CCN(C(=O)[C@H](Cc3ccc(O)cc3)n3cc(C(N)[C@H](C)CC)nn3)CC2)n1 (stereo not given in full),.,-3,1.2,.,0,.,.,.,.,-4
Cc1cc(C)n2nc(C(=O)N3CCCC(Nc4ccc(C(C)C)cc4)C3)cc2n1 (stereo not given),-12,0,-0.1,2,-4,0.1,7.1,2,-1,14
C=CCSc1nc2sc3c(c2c(=O)n1CC=C)CCc1ccccc1-3,-7,-9,.,0,-15,-2.0,0.7,-1,2,-4
NC(=O)c1cc([N+](=O)[O-])ccc1NCc1cccc(N)c1,.,1,2.6,-6,11,-1.0,i,2,.,1
CC1CN(C(=O)c2ccc([N+](=O)[O-])s2)CC(C)O1 (stereo not given),.,2,0.6,-7,-5,-1.9,-4.2,2,.,3
Cc1cc2oc(C(=O)N(Cc3ccccc3)C3CCS(=O)(=O)C3)cc(=O)c2cc1Cl (stereo not given),12,-8,.,4,8,0.6,-1.4,0,2,-2
CC(=O)c1c(C)cc(C)c(CSc2ccccn2)c1C,13,2,-0.3,-1,-18,-0.9,-0.3,20,7,5
O=C(NCc1nc(-c2ccc(C(F)(F)F)cc2)no1)Nc1ccc(OC(F)(F)F)cc1,8,-126,-0.6,-8,-5,1.0,i,1,5,8
CC(C)Oc1cc(N)c(Cl)cc1Cl,-1,6,0.8,-8,10,1.7,i,3,3,9
Cc1ccccc1-n1ncc2c(SCC(=O)NCc3cccs3)ncnc21,16,-3,.,-3,-10,-0.1,0.1,8,-2,4
O=C(Cc1c(F)c(F)c(F)c(F)c1F)Nc1nc(-c2ccccc2)cs1,16,-102,-0.2,1,-12,7.7,-0.5,-5,3,16
CN(C1CCCCC1)S(=O)(=O)c1ccc(C(=O)N2CCN(c3nc4ccccc4s3)CC2)cc1,18,-2,.,2,-3,-1.5,-0.2,2,-4,14
CCc1ccc(C(=O)CSc2nnc(C)c(=O)[nH]2)cc1,16,6,-0.7,-3,-19,-2.1,i,10,-6,8
C1=C(C(c2nnnn2C2CCCCC2)N2CCCCC2)COc2ccccc21 (stereo not given),12,-3,.,-1,2,-0.7,-7.1,2,-1,-4
